PLC-beta3 inh – human PLC-beta3 inhibitors, primary screen, biochemical, fluorescence | 1-phosphatidylinositol 4,5-bisphosphate phosphodiesterase beta-3 (Homo sapiens), Q01970 | Purified PLC-beta3, fluorogenic substrate | inhibition, % at 12.2 µM | 370,000 compounds, 0.18% hits | AID 720704, 2013; in the data active means inhibition above about 11%;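 further: 0% = median of compound wells on plate and 100% = full blocker control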
Target sequence (Q01970 whole entry, looked up): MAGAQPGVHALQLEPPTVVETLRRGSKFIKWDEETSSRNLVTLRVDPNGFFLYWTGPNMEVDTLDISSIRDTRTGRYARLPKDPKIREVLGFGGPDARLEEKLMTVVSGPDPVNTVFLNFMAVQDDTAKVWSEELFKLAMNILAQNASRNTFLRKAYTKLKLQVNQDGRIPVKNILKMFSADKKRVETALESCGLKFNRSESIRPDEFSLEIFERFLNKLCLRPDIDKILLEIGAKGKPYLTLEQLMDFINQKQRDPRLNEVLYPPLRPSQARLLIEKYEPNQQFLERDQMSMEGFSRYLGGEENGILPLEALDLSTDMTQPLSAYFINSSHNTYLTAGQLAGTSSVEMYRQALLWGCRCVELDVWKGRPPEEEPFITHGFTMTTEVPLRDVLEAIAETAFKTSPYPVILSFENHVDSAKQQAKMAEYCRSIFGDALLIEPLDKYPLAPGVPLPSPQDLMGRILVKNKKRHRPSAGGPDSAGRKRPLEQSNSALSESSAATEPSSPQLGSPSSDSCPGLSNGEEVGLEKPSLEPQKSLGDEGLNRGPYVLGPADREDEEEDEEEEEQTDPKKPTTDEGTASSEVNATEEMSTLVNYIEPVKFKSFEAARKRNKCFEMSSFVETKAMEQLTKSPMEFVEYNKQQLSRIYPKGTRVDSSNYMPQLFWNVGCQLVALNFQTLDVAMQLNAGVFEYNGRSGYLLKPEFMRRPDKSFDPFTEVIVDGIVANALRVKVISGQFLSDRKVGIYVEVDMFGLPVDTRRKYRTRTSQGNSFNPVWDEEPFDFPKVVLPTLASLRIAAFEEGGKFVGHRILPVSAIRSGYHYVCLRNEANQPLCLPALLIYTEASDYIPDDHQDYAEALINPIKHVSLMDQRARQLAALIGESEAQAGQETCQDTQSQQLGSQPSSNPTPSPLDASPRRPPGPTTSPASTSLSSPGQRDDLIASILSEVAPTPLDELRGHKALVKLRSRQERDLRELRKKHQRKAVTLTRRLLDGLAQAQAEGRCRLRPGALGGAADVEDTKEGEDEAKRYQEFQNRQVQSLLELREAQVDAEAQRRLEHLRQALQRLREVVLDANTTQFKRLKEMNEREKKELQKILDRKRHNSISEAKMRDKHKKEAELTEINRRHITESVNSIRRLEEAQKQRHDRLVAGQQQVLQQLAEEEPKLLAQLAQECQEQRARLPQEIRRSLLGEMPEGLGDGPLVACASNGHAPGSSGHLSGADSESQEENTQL
hcDAF12 agonist – H. contortus DAF-12 nuclear receptor activators, primary screen, cell-based, luminescence, HEK293, lit1-tk-luc reporter; HEK293 hcDAF-12 lit1-tk-luc reporter; 0% DMSO, 100% Δ7-dafachronic acid; activation, % at 6.8 µM; 370,000 compounds, 1.4% hits; AID 652067, 2013;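 active means activation above the mean of all tested compounds plus 3 SD, cut at about 5.5% in these data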;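 further: 100% = response to 3 µM Δ7-dafachronic acid high control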
HGIII-sPLA2 inh – human group III sPLA2 inhibitors, primary screen, biochemical, QFRET, BODIPY PC-A2 liposome substrate; Group 3 secretory phospholipase A2 (Homo sapiens), Q9NZ20; inhibition, % at 12.2 µM; QFRET BODIPY PC-A2 liposome hydrolysis, fluorescence; 370,000 compounds, 0.56% hits;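 active means inhibition above mean plus 3 SD of compounds lying within the high and low control bounds, cut at about 19% in these data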;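 further: 0% = median of test compound wells and 100% = no enzyme DMSO wells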
DAX1 inh-1 – DAX1 (NR0B1) inhibitors, primary screen, cell-based, HEK293, Gal4-DAX1, luciferase luminescence. Nuclear receptor subfamily 0 group B member 1 (Homo sapiens), P51843. HEK293 Gal4-DAX1 luciferase reporter. inhibition, % at 6.75 µM. 340,000 compounds, 0.99% hits. AID 504766, 2011;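 active means inhibition above the mean over all tested compounds plus 3 SD, cut at about 4.2% in these data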;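 further: 0% = DAX1-transfected cells with DMSO and 100% = empty-vector control cells with DMSO; inhibition shows as a rise in luminescence from relieved DAX1 repression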
FXN GAA850 act – FXN promoter activators, primary screen, cell-based, luciferase luminescence, HEK293 lucGAA850 | HEK293 lucGAA850 FXN promoter luciferase reporter, 24 h; percent of 10 µM SAHA response | activation, % at 6 µM | 360,000 compounds, 0.56% hits | AID 540364, 2011;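 active means activation above the average of all compounds screened plus 3 SD, cutoff fixed separately per campaign, cut at about 7.5% in these data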;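 further: 0% = DMSO wells and 100% = 10 µM SAHA wells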
Rev-erbA mod – modulators of Rev-erb alpha DNA binding, primary screen, biochemical, FITC-DNA, fluorescence polarization, uHTS; Nuclear receptor subfamily 1 group D member 1 (Homo sapiens), P20393; Rev-erbα–FITC-DNA binding, 90 min; activity, % at 10 µM; 370,000 compounds, 0.79% hits; AID 1259318, 2017;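 active means activity above about 14%, limit read from the data; passing the limit was not always enough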;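 further: 0% = DMSO wells with 35 nM protein and 100% = DMSO wells with 750 nM protein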
SMARCA2 activ – SMARCA2 (BRM) function activators, primary screen, cell-based, luminescence, high throughput; activation, % at 9.1 µM; MG213 cells, MMTV-luciferase reporter, dexamethasone, overnight; 370,000 compounds, 1% hits; in the data active means activation above about 7.8%;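 further: 0% = vehicle wells and 100% = reference activator wells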
DAX1 inh-2 – DAX1 (NR0B1) inhibitors on StAR promoter, primary screen, cell-based, luminescence, SF-1 (NR5A1), full-length DAX-1. inhibition, % at 6.8 µM. 370,000 compounds, 1.1% hits. HEK293T StAR-luciferase reporter, SF-1/DAX-1 repression relief. AID 652010, 2013;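 active means inhibition above the mean over all tested compounds plus 3 SD, cut at about 3.6% in these data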;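 further: 0% = DAX-1 cells with DMSO and 100% = cells lacking DAX-1 with DMSO; higher inhibition means more luminescence from relief of DAX-1 repression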
PG9 Ab binder – binders of HIV-1 gp120 antibody PG9, primary screen, biochemical, TR-FRET | TR-FRET gp120-PG9 antibody binding | HIV-1 gp120 / PG9 antibody interaction | AID 624416, 2012 | inhibition, % at 6.7 µM | 360,000 compounds, 0.43% hits; in the data active means inhibition above about 8.5%
hgDAF12 agonist – H. glycines DAF-12 receptor agonists, primary screen, cell-based, luminescence, HEK293, GAL4 fusion, UAS-luciferase. activation, % at 6.8 µM. Nuclear hormone receptor DAF-12 (Heterodera glycines), GAL4 fusion. AID 687014, 2013. 370,000 compounds, 1.8% hits. HEK293 GAL4-hgDAF12 UAS-luciferase reporter, agonist luminescence; normalized to butyrate control;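 active means activation above a cutoff set at the mean of all screened compounds plus 3 SD, cut at about 10% in these data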;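 further: 0% = DMSO wells and 100% = sodium butyrate wells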
ssDAF-12 act – S. stercoralis DAF-12 nuclear receptor activators, primary screen, cell-based, luminescence, HEK293, GRIP1 co-expression, lit1-tk-luc. AID 652126, 2013. HEK293 ssDAF-12/GRIP1 lit1-tk-luc reporter; % of 3 µM dafachronic acid response. activation, % at 6.8 µM. 370,000 compounds, 1% hits. Nuclear hormone receptor DAF-12 (Strongyloides stercoralis);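 active means activation above the mean over all tested compounds plus 3 SD, cut at about 0.9% in these data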;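 further: 0% = DMSO-only wells and 100% = 3 µM delta7-dafachronic acid wells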
* marks the source's active call; other numbers are inactive results; . = no result given.

SMILES	PLC-beta3 inh	hcDAF12 agonist	HGIII-sPLA2 inh	DAX1 inh-1	FXN GAA850 act	Rev-erbA mod	SMARCA2 activ	DAX1 inh-2	PG9 Ab binder	hgDAF12 agonist	ssDAF-12 act
Cc1ccc(-c2ccc(=O)n(CCC(=O)N3CCN(c4ccccc4)CC3)n2)cc1	-6	-2.4	-6	-0.6	1.0	5	-1	0.4	-0.5	-3.1	-0.9
CCc1ccccc1N(C)S(=O)(=O)c1cc(-c2cc(C)no2)ccc1OC	-4	-0.2	8	-0.3	5.4	-10	-4	-1.0	-0.4	-0.8	-0.6
COc1ccccc1NS(=O)(=O)c1cc(C(=O)N2CCCC2)ccc1C	-7	-0.8	10	0.9	0.6	5	-3	1.9	0.6	-2.1	-1.4
O=C(Nc1cccc(NC(=O)c2cccs2)c1)c1ccc([N+](=O)[O-])o1	-2	-3.0	-13	-3.5	0.0	-6	3	-3.4	0.4	-9.1	-1.6
COc1ccc(C(=O)COC(=O)CN2C(=O)C3C4C=CC(C4)C3C2=O)cc1 (configuration not stated)	3	1.6	-3	-0.6	-0.7	2	-2	-0.6	-0.1	-1.0	-0.6
Cc1cccc(C)c1NC(=O)C(c1ccc(C(F)(F)F)cc1)n1c(=O)c(-c2cc3ccccc3[nH]2)nc2ccccc21 (configuration not stated)	-128	2.0	-5	.	.	4	2	0.1	1.3	4.0	-0.6
O=C(O)c1cccc(CN2C(=O)SC(Nc3cccc4ccccc34)C2=O)c1 (configuration not stated)	-35	1.0	-15	0.3	0.1	-2	-5	3.1	-1.1	1.8	-0.9
CC(C)[C@H](NC(=O)N1CCn2c1nc1ccccc12)C(=O)N[C@@H](Cc1ccccc1)C(=O)O	2	0.6	3	1.5	0.1	-3	1	0.0	1.4	3.0	-1.4
COc1ccc(OC)c(/C=N/NC(=O)CCc2n[nH]c(=O)[nH]c2=O)c1	-272	-0.4	2	-0.3	3.4	5	1	-0.5	-1.0	2.0	-1.3
CCc1nc(C)cn1S(=O)(=O)c1cc(C)c(OC)c(C)c1C	1	-3.2	9	-2.9	-1.0	3	-4	-2.2	-1.7	-5.3	-2.5
Cc1ccc(-c2nnc(-c3ccc(NC(=O)c4cccs4)cc3)o2)cc1	3	-1.7	-2	-1.3	0.3	7	2	0.1	-0.1	1.3	-1.6
O=c1c2ccccc2c(-c2ccccc2)nn1-c1ccc(Cl)c(Cl)c1	0	-1.4	5	-0.7	0.9	2	-1	0.5	0.5	-0.3	-1.3
COc1cccc(C(=O)NC(=S)NCc2ccco2)c1	-1	3.4	3	-1.0	4.7	-3	3	-0.3	-1.1	4.8	-1.4
CCCC1=Nc2cc(C(=O)N3CCC(C(=O)OCC)CC3)ccc2Sc2ccccc21	-8	0.8	-13	-0.1	-0.3	1	1	-0.2	-2.3	0.0	-1.6
Cc1cccc(NC(=O)CSc2nnc(-c3ccco3)n2CC2CCCO2)n1 (configuration not stated)	1	-1.4	-2	0.5	1.5	2	2	1.0	-1.7	-1.5	-0.6
Cc1nc2ccccc2n1CC(=O)NCCN1CCCC1	-2	-1.7	3	-0.1	-1.3	2	2	-0.7	0.6	-0.5	-1.1
CCSc1nc(C(F)(F)F)cc(=O)n1-c1ccccc1	-1	-0.1	11	0.5	1.8	0	3	-0.9	-0.2	0.6	-1.6
Cc1ccc(-c2csc3nnc(SCC(=O)NCc4ccco4)n23)cc1	1	-2.4	5	-1.2	2.5	-2	2	-1.5	-4.2	0.7	-2.1
O=C(NCCc1ccc(Cl)cc1)c1ccc2c(=O)[nH]c3c(C(=O)NCC4CCCO4)sc(=S)n3c2c1 (configuration not stated)	0	-1.3	-1	.	.	1	-3	-0.4	-1.2	3.0	-1.1
O=C(Nc1nc2ccccc2[nH]1)c1ccccc1F	0	-1.7	5	-5.0	-16	0	-6	-2.1	-2.1	-11	-2.6
O=C(NNC(=S)Nc1ccc(Br)cc1Cl)c1ccco1	-3	3.4	26*	3.0	-0.3	-3	2	2.5	-2.6	8.1	-0.3
CCN(CC)c1ccc(S(=O)(=O)N2CCOCC2)cc1NS(C)(=O)=O	3	-0.4	-1	.	0.3	-2	0	-0.5	-0.9	1.0	-0.9
O=C(Cc1ccc(Br)cc1)Nc1ccc(S(=O)(=O)NCC2CCCO2)cc1 (configuration not stated)	0	-2.5	-24	-0.7	-1.0	-1	-4	-1.3	-0.4	-1.7	-1.2
Fc1cccc(Cc2c(-c3cccc(Cl)c3)nc3ccc(Br)cn23)c1	-14	-0.3	-24	.	.	1	3	1.2	0.9	7.0	-0.6
CCc1ccc(Cn2nnc(C(=O)Nc3cccc(C)c3)c2N)cc1	4	-1.3	2	4.3*	2.0	0	-1	-0.3	-1.5	3.1	-1.3
COC(=O)c1sccc1-n1cccc1C(=O)NCc1ccccc1	0	-0.4	-5	0.1	0.3	-1	1	0.2	-1.3	0.3	-1.2
CCC(Oc1ccc2c(=O)c(-c3ccccc3OC)coc2c1)C(=O)OCc1ccccc1 (configuration not stated)	0	-3.5	-8	-0.9	0.8	1	-4	-1.1	0.5	-3.0	-2.1
CCOC(=O)NC(c1ccccc1)C1CCCCC1=O (configuration not stated)	-3	-1.3	4	-0.8	0.2	-2	-4	-0.5	2.6	-1.0	-0.8
COc1ccc(CC(=O)N/N=C/C=C/c2cccc([N+](=O)[O-])c2)cc1OC	-1	-1.0	1	.	1.5	-5	-5	0.1	-2.1	-1.0	-1.2
O=c1c2c3c(sc2nc2sc(CN4CCOCC4)cn12)CCCC3	3	-0.9	3	0.2	0.9	-4	0	1.4	0.0	1.3	-1.0
CCOC(=O)C(C)n1cnc2c(nnn2-c2ccc(F)cc2)c1=O (configuration not stated)	3	1.1	11	2.2	1.8	-5	0	0.9	0.3	4.7	-0.5
C[C@H]1C2CC(OC(=O)Nc3ccc(F)cc3)C(C2)[C@H]2CCCCN21 (some centres not stated)	-2	-0.6	12	.	.	4	-4	-0.6	.	-3.4	-0.3
O=C(NC1CC1)C1=C[C@H](c2ccc(Br)cc2)C[C@H](OCc2ccc(CO)cc2)O1	-1	-2.2	-17	-0.2	-0.3	4	-1	-0.5	2.4	-0.8	-1.5
Cc1cc(C(=O)Nn2cnc3ccccc3c2=O)ccc1[N+](=O)[O-]	3	-0.1	-1	-0.2	1.5	0	0	0.5	-0.6	0.2	-0.8
O=C(Nc1ccc2c(c1)OCO2)N1CCCc2ccccc21	-16	1.5	4	1.5	0.9	2	2	1.1	-0.9	5.6	-0.8
Cc1nc2ncnn2c(C)c1CCC(=O)NCc1ccco1	1	-1.4	0	-1.2	-1.9	6	0	0.6	1.7	0.0	-1.7
Brc1cnc2nc[nH]c2c1	-6	-0.9	11	3.3	-0.5	-7	-1	0.1	-1.1	-2.0	-1.6
CC(=O)NC1C(=O)N(CCN2CCOCC2)c2ccc(Cl)cc21 (configuration not stated)	-14	0.6	6	-0.9	-0.4	2	-3	0.1	2.1	-0.9	-0.9
C/C(=N\NC(=O)CCC(=O)Nc1ccc(C)c(C)c1)c1cccs1	0	0.0	-2	0.0	0.2	6	2	0.1	-2.8	0.1	-1.1
CCOc1cc(N2CCOCC2)c(OCC)cc1NC(=O)c1c(-c2ccccc2)noc1C	-8	-1.4	4	-0.3	0.6	-1	-1	-2.7	0.6	-1.3	-2.1
CCN(CC)c1nc(C)nc2c1cnn2CCc1ccccc1	3	1.7	5	1.6	5.7	-8	5	1.6	-0.9	5.5	-0.8
Nc1cccc(C2=Nc3cccc4cccc(c34)N2)c1	2	8.5*	6	-0.1	3.2	-4	-1	0.6	-3.1	3.8	0.4
NC(=O)NC(=O)COC(=O)c1ccc(OC(F)F)cc1	-6	-1.5	6	3.9	0.5	6	-1	-0.6	1.1	-1.0	-1.7
Cc1cc(C)c(OCC(=O)OCC(=O)NCCC2=CCCCC2)c(C)c1	-12	-0.5	2	-1.2	1.2	1	0	-0.8	-2.8	0.9	-1.0
COc1ccc2[nH]cc(C(O)CN3CCC(C(N)=O)CC3)c2c1 (configuration not stated)	-7	-0.5	14	-0.7	1.6	-4	-2	-0.2	0.5	-1.7	-0.7
COc1ccc(N=Cc2ccccc2O)cc1	0	3.3	3	0.8	-1.0	0	3	0.3	0.8	1.5	-0.2
CC1(C)CC(=O)C2=C(C1)OC(N)=C(C#N)C2c1cn(-c2ccccc2)nc1-c1ccccc1 (configuration not stated)	-4	-1.4	-6	1.4	5.8	5	-2	0.9	0.3	1.5	-0.6
CCOc1ccc(C(=O)NC(=S)NCCCN2CCOCC2)cc1	-8	2.3	14	-0.6	1.3	-4	-1	-0.9	1.0	0.8	-1.5
COc1ccc(C=NN=C2c3ccccc3-c3ccccc32)cc1OC	4	-1.3	-6	-0.8	1.3	9	0	-0.1	-1.7	0.5	-0.8
Cc1cccc(NC(=O)C2C3C=CC(O3)C2C(=O)O)c1C (configuration not stated)	-6	-1.3	1	-1.1	-1.1	-3	2	0.1	-3.2	-1.7	-1.2
C/C(=N\NC(=O)c1cccc(Cl)c1)c1cccc(NC(=O)c2ccco2)c1	-1	1.6	11	3.5	2.9	-2	6	0.6	0.3	7.3	-0.3
CCOC(=O)c1oc2c(CN3CCN(C)CC3)c(O)ccc2c(=O)c1-c1ccccc1OC	-10	-0.7	4	1.9	1.8	-1	4	1.0	-0.7	1.7	-1.9

A draw from above in order of count of non-hydrogen atoms, low to high.
SMILES	PLC-beta3 inh	hcDAF12 agonist	HGIII-sPLA2 inh	DAX1 inh-1	FXN GAA850 act	Rev-erbA mod	SMARCA2 activ	DAX1 inh-2	PG9 Ab binder	hgDAF12 agonist	ssDAF-12 act
Cc1nc2ncnn2c(C)c1CCC(=O)NCc1ccco1	1	-1.4	0	-1.2	-1.9	6	0	0.6	1.7	0.0	-1.7
Cc1ccc(-c2csc3nnc(SCC(=O)NCc4ccco4)n23)cc1	1	-2.4	5	-1.2	2.5	-2	2	-1.5	-4.2	0.7	-2.1
Cc1cccc(C)c1NC(=O)C(c1ccc(C(F)(F)F)cc1)n1c(=O)c(-c2cc3ccccc3[nH]2)nc2ccccc21 (configuration not stated)	-128	2.0	-5	.	.	4	2	0.1	1.3	4.0	-0.6

Compound activity from PubChem BioAssay.
